MITF inh: inhibitors of human MITF; AlphaScreen MITF homodimerization, bead proximity signal; inhibition, % at 2.6 µM; 0.91% of 650,000 active; AID 1259374; in the data active means inhibition above about 50%;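 further: 0% = vehicle wells with protein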
Target sequence (O75030 whole entry, looked up): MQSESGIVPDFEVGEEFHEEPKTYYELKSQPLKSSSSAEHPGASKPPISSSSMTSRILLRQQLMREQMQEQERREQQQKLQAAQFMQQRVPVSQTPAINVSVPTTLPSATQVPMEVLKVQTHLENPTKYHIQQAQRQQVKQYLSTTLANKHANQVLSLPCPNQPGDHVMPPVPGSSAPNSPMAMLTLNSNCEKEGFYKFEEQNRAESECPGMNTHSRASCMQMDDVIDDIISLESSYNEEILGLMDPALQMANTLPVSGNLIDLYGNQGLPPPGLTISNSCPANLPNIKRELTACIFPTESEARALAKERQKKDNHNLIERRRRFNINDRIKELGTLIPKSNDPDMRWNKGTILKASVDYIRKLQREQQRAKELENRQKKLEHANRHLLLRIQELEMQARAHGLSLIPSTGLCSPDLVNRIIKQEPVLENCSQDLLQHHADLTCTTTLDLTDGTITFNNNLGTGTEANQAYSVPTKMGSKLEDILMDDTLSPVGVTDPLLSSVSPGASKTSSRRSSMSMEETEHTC
FBW7 act: human FBW7 E3 ligase activation, primary screen; AlphaScreen FBW7–phospho-cyclin E peptide binding, activator screen; Q969H0; 0.13% of 650,000 active; AID 1259310; normalized activity (activation), % at 26.1 µM; in the data active means normalized activity above about 1.9%;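 further: purified mutant Fbw7 with reduced substrate affinity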
TEAD-YAP block: TEAD-YAP interaction inhibition | HEK-TIYL cells, TEAD-Gal4/YAP UAS-luciferase luminescence | inhibition, % at 9.12 µM | 1.4% of 640,000 active | AID 1259422; in the data active means inhibition above about 32%;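 further: 0% = median of test compound wells and 100% = reference inhibitor wells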
GPR151 ag: human GPR151 activation; Q8TDV0; PathHunter beta-arrestin GPR151 cells, luminescence; activation, % at 11.2 µM; 1% of 650,000 active; AID 1508602; in the data active means activation above about 4.9%;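 further: 0% = median of compound wells and 100% = cells with positive control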
Target sequence (Q8TDV0 whole entry, looked up): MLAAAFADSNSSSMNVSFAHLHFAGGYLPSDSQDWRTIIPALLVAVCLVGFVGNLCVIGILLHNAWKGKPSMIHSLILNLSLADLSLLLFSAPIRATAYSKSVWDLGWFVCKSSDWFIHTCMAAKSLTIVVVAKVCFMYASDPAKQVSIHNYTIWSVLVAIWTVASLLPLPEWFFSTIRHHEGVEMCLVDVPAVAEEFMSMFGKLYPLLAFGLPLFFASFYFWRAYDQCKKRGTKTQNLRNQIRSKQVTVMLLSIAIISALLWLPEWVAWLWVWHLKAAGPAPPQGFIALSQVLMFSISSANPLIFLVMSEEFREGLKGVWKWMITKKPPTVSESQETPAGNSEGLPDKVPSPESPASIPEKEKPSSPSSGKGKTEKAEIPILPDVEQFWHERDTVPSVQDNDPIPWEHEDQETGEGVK
Numbers without * were called inactive; x = not tested or not shown; & = joins results of further samples.

SMILES	MITF inh	FBW7 act	TEAD-YAP block	GPR151 ag
CCCN1C(=O)c2ccccc2NC1c1cc(OC)c(OC)c(OC)c1 (stereo not given)	4	-0.1	-3	0.3
N#C/C(=C\c1ccc(O)c(O)c1)C(=O)OCCc1cccs1	-8	-0.3	x	0.9
Cc1ccc(CNS(=O)(=O)c2ccc(F)c(C(=O)Nc3ccc(C)c(Cl)c3)c2)cc1	0	-0.1	-2	2.2
Nc1c(C(=O)C23CC4CC(CC(C4)C2)C3)sc2nc(C34CC5CC(CC(C5)C3)C4)ccc12	2	-0.2	-13	0.6
COc1ccc(C2C(C(=O)OC3CCCCC3)=C(C)NC3=C2C(=O)CC(C)(C)C3)c(OC)c1 (stereo not given)	-5	0.1	-3	-0.1
CCOc1ccc(C2C3=C(CC(C)(C)CC3=O)Nc3nc4ccccc4n32)cc1OC (stereo not given)	6	-0.1	5	-1.6
O=C/C=C/c1cn(Cc2ccccc2)nn1	4	0.0	4	0.6
O=C(Nc1nnc(-c2ccco2)o1)c1cc(Cl)ccc1[N+](=O)[O-]	3	-0.2	-2	1.7
CCOC(CNC(=O)c1ccc(CNS(=O)(=O)c2ccc(Cl)cc2)cc1)OCC	2	0.0	-3	2.0
CC1=NN(c2cccc(C(=O)O)c2)C(=O)/C1=C\c1cccc([N+](=O)[O-])c1	28	-1.3	-10	-0.7
CN1CC2=C(C1=O)C(c1ccccc1Cl)NC(=O)N2 (stereo not given)	12	0.1	9	0.8
O=C(NCCN1CCOCC1)c1ccc(N2CCC(NC3Cc4ccccc4C3)CC2)cc1	-12	-0.1	3	1.0
Cc1cc(=O)n2nc(N(C)CC(=O)NC3CCCC3)sc2n1	6	-0.1	6	3.4
O=Cc1ccccc1OCc1ccccc1Br	5	0.3	7	1.6
COc1ccc(CN(C)C2CCN(C)CC2)cc1Br	42	-0.2	8	-0.3
CCOC(=O)c1oc2ccccc2c1NC(=O)COC	5	0.7	-13	0.9
Cc1ccc(/C(O)=C/C(=O)C(=O)/C=C(\O)c2ccc(C)cc2)cc1	8	-0.1	-12	0.4
CC(Oc1ccc(Br)cc1Cl)C(=O)NCc1ccco1 (stereo not given)	13	0.0	-6	1.8
C/C(CC(=O)Nc1ccccc1C(F)(F)F)=N\NC(=O)c1ccc(Br)cc1	14	0.1	-13	-0.3
CC1(C)CC(=O)c2sc(NC(=O)CSc3nc(-c4ccccc4)c(C#N)c(=O)[nH]3)nc2C1	12	0.5	6	-2.0
CSc1nc2c(c(=O)n1-c1ccccc1C)C1(CCCC1)Cc1ccccc1-2	9	0.2	3	0.8
COC(=O)C1=C(C)N(c2ccc(OC)c(OC)c2)C(=O)/C1=C\c1cccs1	9	0.1	-1	-0.3
Cc1cc(Nc2[nH]nc(N=CN(C)C)c2C#N)ccc1F	2	0.6	-52	1.3
Cc1nc(N2CCCC2)c(C#N)c2c1COC(C)(C)C2	17	0.6	-10	0.1
CCOC(=O)c1c(N2C(=O)Nc3ccccc3N2O)sc2c1CCCC2	11	0.1	5	-0.6

Taken from the listing (7 entries):
SMILES	MITF inh	FBW7 act	TEAD-YAP block	GPR151 ag
C/C(CC(=O)Nc1ccccc1C(F)(F)F)=N\NC(=O)c1ccc(Br)cc1	14	0.1	-13	-0.3
CC1(C)CC(=O)c2sc(NC(=O)CSc3nc(-c4ccccc4)c(C#N)c(=O)[nH]3)nc2C1	12	0.5	6	-2.0
CSc1nc2c(c(=O)n1-c1ccccc1C)C1(CCCC1)Cc1ccccc1-2	9	0.2	3	0.8
COC(=O)C1=C(C)N(c2ccc(OC)c(OC)c2)C(=O)/C1=C\c1cccs1	9	0.1	-1	-0.3
Cc1cc(Nc2[nH]nc(N=CN(C)C)c2C#N)ccc1F	2	0.6	-52	1.3
Cc1nc(N2CCCC2)c(C#N)c2c1COC(C)(C)C2	17	0.6	-10	0.1
CCOC(=O)c1c(N2C(=O)Nc3ccccc3N2O)sc2c1CCCC2	11	0.1	5	-0.6

(more compounds)
SMILES	MITF inh	FBW7 act	TEAD-YAP block	GPR151 ag
CC(C)C(NS(=O)(=O)c1cccc(C(F)(F)F)c1)C(=O)N1CCc2ccccc2C1 (stereo not given)	-3	-0.1	4	1.7
O=C(N/N=C/c1cc([N+](=O)[O-])ccc1O)c1ccc(NC(=O)c2ccccc2Cl)cc1	1	0.0	1	2.3
CC(C)c1[nH]nc2c1C(c1cccc(OC(=O)N3CCOCC3)c1)C(C#N)=C(N)O2 (stereo not given)	6	0.0	9	0.0
Cc1cc(C)cc(NC(=S)N(CCCN2CCCC2)Cc2cccs2)c1	-6	-0.2	7	2.7
CCS(=O)(=O)N1CCC(c2nnc(Cc3ccc(OC)cc3)s2)CC1	-3	0.1	16	0.7
CC(C)(C)n1c2c(c(=O)[nH]c1=O)C(NC(=O)CCC1CCCCC1)(C(F)(F)F)C(=O)N2 (stereo not given)	7	0.5	-3	1.7
CCOC(=O)Cn1c(=O)c2c(nc(N3CCOCC3)n2C)n(C)c1=O	23	1.2	-6	-1.9
O=C(CCc1nnc(C2(c3ccc(Cl)cc3)CCC2)o1)N1CCOCC1	13	0.0	-3	0.7
FC(F)(F)c1nc2ccccc2n1CC#CCn1c(C(F)(F)F)nc2ccccc21	2	0.0	-16	-0.2
O=C(N/N=C/c1ccc(N2CCOCC2)s1)c1ccc(O)cc1	8	-0.1	-12	0.1
CCC(=O)Nc1nc(-c2cccc(Cl)c2)c(C)s1	-5	-0.2	1	-0.3
Cc1cccc([C@@H]2C[C@H]3CN(Cc4ccccc4C)C(=O)[C@]34CCCN24)n1	-10	-0.1	-3	-0.9
CCC(=O)Nc1ccc(NC(=O)/C=C/c2cc(Br)ccc2OC)cc1	-5	0.0	7	9.6*
CSc1sc(C(=O)NN)cc1C#N	21	0.4	18	-2.1
O=C(NC1CCN(Cc2ccccc2)CC1)c1csc(Nc2ccncn2)n1	-11	0.1	5	0.3
Nc1nnc(SCC(=O)NC23CC4CC(CC(C4)C2)C3)s1	15	-0.1	-4	1.5
O=C(CNC(=O)c1ccccc1Br)N/N=C/c1ccc2ccccc2c1	11	0.2	27	-0.1
CNC(=O)c1cc2c(=O)n3cccc(C)c3nc2n(CCCO)c1=N	-5	-0.1	0	-0.7
COc1cc(OC)c(C(=O)Nc2nc3ccccc3[nH]2)cc1OC	1	-0.1	-49	-0.6
Cc1cc(Br)ccc1OCC(=O)NNC(=O)/C=C/c1ccccc1	13	0.0	4	-0.7
COc1cccc([N+](=O)[O-])c1NC(=O)c1ccc2c(c1)NC(=O)c1ccccc1S2	5	0.1	2	-0.2
Cc1ccc(Cn2c(SCc3ccccc3)nc3c2c(=O)[nH]c(=O)n3C)cc1	8	-0.1	2	0.0
COc1cccc(/C=C2\C(=O)NC(=O)N(C)C2=O)c1OC	13	0.0	-14	1.3
CCCc1cc(C(N)=O)c(NC(=O)c2cc(C)on2)s1	2	-0.1	-2	1.2
CCOc1ccc(Cc2c[nH]c(=O)[nH]c2=O)cc1	-2	-0.1	-12	-1.9

Going on with the list.
SMILES	MITF inh	FBW7 act	TEAD-YAP block	GPR151 ag
CCOc1ccccc1NC(=O)NCc1cccs1	10	0.8	10	-0.5
Fc1ccc(-c2nnc(SCc3cccnc3)o2)cc1	-2	-0.1	-49	0.8
O=CN1CCCN(C2CCN(c3ccc(NC(=O)Cc4cccc(F)c4)cc3)CC2)CC1	-3	-0.1	-3	-0.3
CCC(C)N1C(=O)Cc2c1nc(N)c1c(N)nc(N3CC(C)OC(C)C3)c(C#N)c21 (stereo not given)	9	-0.4	3	-0.7
C=CCOc1ccc(C2/C(=C(\O)c3ccc(C)cc3)C(=O)C(=O)N2c2nnc(C)s2)cc1 (stereo not given)	1	-0.1	7	-0.1
CCCCOc1ccc(C(=O)CCN2CCCCC2)cc1	3&31	0.0&0.1	-4	1.1&-1.7
O=S(=O)(NCCc1ccccc1)c1c(Cl)cccc1Cl	11	0.4	6	-0.1
CCN(CC)S(=O)(=O)c1ccc2[nH]cc(C(=O)O)c2c1	-1	0.1	-7	4.5
CCOc1ccc(-c2cc3cccc(OC)c3oc2=O)cc1	-7	-0.2	-82	-0.5
CC(C)C(NS(C)(=O)=O)c1nnc2n1CCN(Cc1cccc(F)c1F)CC2 (stereo not given)	6	-0.1	14	0.9
CCCCN(CCCC)S(=O)(=O)c1ccc(C(=O)Nc2nc(-c3ccncc3)cs2)cc1	13	0.2	2	0.0
CCCCN(C)C(=O)CC1C(=O)NCCN1Cc1ccc(OC)c(OC)c1 (stereo not given)	-5	-0.3	2	0.4
Cc1oc2c(cc(NS(=O)(=O)c3ccccc3)c3ccccc32)c1C(=O)OCc1ccccc1	-10	0.0	-19	-1.9
Nc1c(-c2ccc(F)cc2)nc2sccn12	2	0.2	4	-0.7
CCOC(=O)c1sc2nc(Cc3ccccc3)nc(NCc3ccccn3)c2c1C	20	0.1	-8	-0.4
CN(C)S(=O)(=O)c1ccc(NC(=O)CSc2nc3ccccc3c(=O)[nH]2)cc1	19	0.3	12	-1.2
CNC(=S)NCCNc1nc2cc(C)ccc2cc1C#N	7	-0.1	4	0.0
CC(=O)Nc1ccc(C2NC(=O)CS2)cc1 (stereo not given)	-5	0.0	1	0.0
C=CCOc1c(Br)cc(C2C3=C(CCCC3=O)NC3=C2C(=O)CCC3)cc1OCC	4	0.5	-1	-1.3
CCOC(=O)C1=C(C)N(C)C(=O)NC1c1cc(Cl)c(O)c(OC)c1 (stereo not given)	-11	0.2	10	0.5
COc1ccc(C(=O)/C=C\Nc2ccc(C)cc2)cc1	-12	0.2	-16	2.1
CCOC(=O)N1CCN(c2[nH]c(=O)n(C)c(=O)c2Cc2ccc(F)cc2F)CC1	-3	0.0	-9	-2.7
CCOC(=O)C(C(=O)Nc1ccccc1OC)C1CCCCC1 (stereo not given)	4	-0.1	3	5.1*
C=CCNC(=S)NCc1ccc(F)cc1	-27	0.2	-1	0.8
CCC(Sc1nnc(-c2ccc(OC)c(OC)c2)c(-c2ccc(OC)c(OC)c2)n1)C(=O)N(CC)CC (stereo not given)	-22	0.0	-17	2.0

Full records as entered above. Screens in order: MITF inh	FBW7 act	TEAD-YAP block	GPR151 ag
CCOC(=O)C1=C(C)N(C)C(=O)NC1c1cc(Cl)c(O)c(OC)c1 (stereo not given) as listed: -11	0.2	10	0.5
Cc1oc2c(cc(NS(=O)(=O)c3ccccc3)c3ccccc32)c1C(=O)OCc1ccccc1 as listed: -10	0.0	-19	-1.9
CC(C)C(NS(C)(=O)=O)c1nnc2n1CCN(Cc1cccc(F)c1F)CC2 (stereo not given) as listed: 6	-0.1	14	0.9

Next section
SMILES	MITF inh	FBW7 act	TEAD-YAP block	GPR151 ag
CCN1C(=O)c2cccc3c(S(N)(=O)=O)ccc1c23	-3	0.1	3	-0.9
COc1ccc(C2CC(=O)C(C=NCCO)=C(O)C2)cc1 (stereo not given)	-9	0.0	8	1.7
O=C(CSn1nnnc1-c1ccccc1)c1ccccc1	12	1.0	10	-0.7
COc1ccc2oc(=O)c(C(=O)N3CCN(C(=O)c4ccco4)CC3)cc2c1	-4	-0.2	3	0.7
Cc1nc(NCc2ccncc2)cc(-c2cncc(-c3cc4ccccc4s3)c2)n1	-2	-0.1	-13	-0.2
CCN(CCCNC(=O)c1cn(-c2ccc(OC)cc2)c(=O)c2ccccc12)Cc1ccccc1	-19	0.1	14	-0.5
OCC1CCCN1c1nc(NC2CCN(Cc3ccccc3)CC2)c2ncn(Cc3ccc(C(F)(F)F)cc3)c2n1 (stereo not given)	2	-0.1	-3	4.0
Nc1cccc(-c2nc3ccc(N)cc3[nH]2)c1	2	-0.1	-9	-7.5
Cc1nc2c(c(N3CCCC3)n1)CN(Cc1cccnc1)CC2	-2	0.0	-1	1.9
CCOC(=O)C1=C(O)/C(=C/N(C)C)N=C1C	16	0.1	1	0.3
CCSc1nnc(CNC(=O)c2cccc(OC)c2)n1-c1ccccc1OC	3	0.0	3	1.6
Cc1cc(C(=O)OCc2nnnn2-c2ccccc2)c2ccccc2n1	11	-0.1	7	-1.0
Nc1nc(-c2ccc(Cl)cc2)cs1	15	0.1	-41	0.2
COc1ccc(NC(=O)CS(=O)c2ncc(-c3ccc(OC)cc3)n2C)cc1 (stereo not given)	11	0.2	-6	0.0
CC(=O)c1ccc(NC(=O)COC(=O)c2cccnc2)cc1	12	0.8	11	0.8
COC(=O)c1ccccc1NC(=O)c1cccc(Cl)c1	17	0.0	-2	-0.3
CC1CCCN(C(=O)COc2ccc(Cl)cc2)C1 (stereo not given)	18	0.4	-18	-0.5
O=C(NCc1ccccc1)N(Cc1cc2cc3c(cc2[nH]c1=O)OCO3)CC1CCCO1 (stereo not given)	-10	-0.1	3	0.3
CCOC(=O)c1c(NC(=O)c2ccnn2C(C)C)sc2ccccc12	17	0.9	6	-1.2
O=S(=O)(NCC(c1ccco1)N1CCN(c2ccccc2F)CC1)c1ccc(F)cc1 (stereo not given)	6	0.2	7	1.1
Cc1ccc(NC(=O)c2ccc(F)c(S(=O)(=O)N3CCCCCC3)c2)cc1F	-10	-0.1	12	-0.3
CCCNS(=O)(=O)c1ccc2c(c1)OCCO2	-7	0.0	4	0.4
COc1ccc(N2CCN(C(=O)Cc3c(C(=O)O)n(C)c4ccccc34)CC2)cc1	15	0.1	-11	-0.7
COc1cc([N+](=O)[O-])ccc1NC(=O)/C(=C\c1ccc(N(C)C)cc1)NC(=O)c1ccccc1Br	-2	-0.1	18	-0.3
CCCCOc1ccccc1C1C(C(=O)OC)=CNC=C1C(=O)OC	11	0.3	11	0.9
O=C(Nc1ccc(-c2nc3ccccc3o2)c(O)c1)c1ccc([N+](=O)[O-])cc1	-10	0.2	-7	-0.8
COc1ccc(C2CC(C(=O)N3CCC4(CC3)OCCO4)N(C)S(=O)(=O)N2)cc1 (stereo not given)	-18	0.1	8	0.7

Compound activity: PubChem BioAssay, The Scripps Research Institute Molecular Screening Center
